GLP-1R agonist = qHTS of GLP-1 Receptor Agonists. Glucagon-like peptide 1 receptor (Homo sapiens), P43220. HEK293 GLP-1R CRE-luciferase, luminescence, 4-6 h; cells express a hypersensitive GLP-1R form. Potency, µM (titrated, usually from 45.6 µM), for inactives: at the top dose activation, most hits filed as activators. hit rate 0.007% among 380,000. AID 624172, 2012; further: potency means the concentration at half of the fitted maximal effect; % of control where 0% means no effect
Target sequence (P43220 whole entry, looked up): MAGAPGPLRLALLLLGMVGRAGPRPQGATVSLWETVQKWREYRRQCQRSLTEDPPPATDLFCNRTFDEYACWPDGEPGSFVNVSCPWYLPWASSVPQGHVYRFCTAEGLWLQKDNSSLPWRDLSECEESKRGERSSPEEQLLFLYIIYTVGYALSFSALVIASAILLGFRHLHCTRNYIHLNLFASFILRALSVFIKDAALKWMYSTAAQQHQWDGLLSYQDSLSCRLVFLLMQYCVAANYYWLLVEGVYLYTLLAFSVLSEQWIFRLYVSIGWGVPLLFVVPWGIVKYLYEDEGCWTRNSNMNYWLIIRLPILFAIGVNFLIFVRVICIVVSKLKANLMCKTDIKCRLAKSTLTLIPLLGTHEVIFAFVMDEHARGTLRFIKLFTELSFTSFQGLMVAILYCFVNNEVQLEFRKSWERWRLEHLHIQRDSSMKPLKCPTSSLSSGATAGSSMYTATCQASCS
IL2 activator = qHTS of IL-2 Activators. IL-2 activation reporter assay, cell-based qHTS; stimulated with anti-CD3/CD4/CD28 beads; in transgenic mouse T cells. activation, % (series mostly up to about 46 µM). hit rate 0.065% among 360,000. AID 652025, 2013; in the data active means activation above about 50%; inconclusive means mostly about 30% to 49%; further: 0% is about no effect
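EGFP and DsRed fluorescence is measured by plate cytometry in unstimulated transgenic mouse T cells exposed to compound for 60 minutes, then stimulated 18 hours at 37 degrees C with anti-CD3/anti-CD4 beads plus anti-CD28.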
PLK1 PBD block = qHTS for Inhibitors of PLK1-PDB (polo-like kinase 1 - polo-box domain): Primary Screen; Plk1 PBD binding of FITC phosphopeptide, fluorescence polarization; Potency, µM, for the others: max response, negative = inhibition, most hits filed as inhibitors; hit rate 2.8% among 360,000; further: potency means the concentration at half of the fitted maximal effect; series mostly up to about 57 µM; on the % scale 0 is the no-effect control and ±100 the full control effect; nearly all actives have a fitted effect of over 65% in size
GLP1R cytotox = qHTS of GLP-1 Receptor Inverse Agonists: Cytotox Screen. HEK293 cAMP-luciferase reporter cells, luminescence, 24 h. hit rate 0.13% among 410,000. Potency, µM (doses to about 38.3 µM), for inactives: at the top dose activity change, negative = inhibition, most hits filed as inhibitors. AID 624418, 2012;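 further: loss of luciferase light is scored as toxicity; potency means the concentration at half of the fitted maximal effect; on the % scale 0 is the no-effect control and ±100 the full control effect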
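Luminescence readout: signal drop marks cytotoxicity. Plated cells grew 12 h at 37 °C, 5% CO2, received 23 nL compound for 24 h, then got luciferase reagent, read after 12 min at RT.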
WRN inhibitor = qHTS for Inhibitors of WRN Helicase. hit rate 0.46% among 360,000. WRN helicase unwinding, fluorescent forked duplex, kinetic. AID 651768, 2012. Potency, µM (doses to about 114 µM), inactives show top-dose activity change, negative = inhibition, actives largely listed as inhibitors. Bifunctional 3'-5' exonuclease/ATP-dependent helicase WRN (Homo sapiens), Q14191; further: potency means the concentration at half of the fitted maximal effect; on the % scale 0 is the no-effect control and ±100 the full control effect; nearly all actives have a fitted effect of over 55% in size
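Screening of the MLSMR collection measured strand separation of a quenched forked DNA duplex (100 nM) by 20 nM WRN with 2 mM ATP, all final. Compounds were preincubated with enzyme 15 min at room temperature.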
PI5P4Ka inh = qHTS for Inhibitors of phosphatidylinositol 5-phosphate 4-kinase (PI5P4K); Phosphatidylinositol 5-phosphate 4-kinase type-2 alpha (Homo sapiens), P48426; max response, %; AID 652105, 2013; PI5P4Kalpha enzyme, ADP-Glo luminescence, 60 min; active compounds read low; hit rate 1.2% among 330,000; active means max response of -50% or lower; inconclusive means between -30% and -50%; inactive means -30% or higher; further: value at the top dose of about 77 µM; on the % scale 0 is the no-effect control and ±100 the full control effect
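ADP-Glo luminescence end-point read after a 60 min room-temperature kinase reaction of PI5P4Kalpha plus substrate, initiated with ATP at 5 microM final. Buffer: 0.038 M HEPES pH 7.4, EGTA, 0.1% CHAPS, 5% DMSO.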
D3 antag = qHTS of D3 Dopamine Receptor Antagonist: qHTS | D3R cells, DiscoveRx beta-arrestin luminescence, antagonist mode; active compounds read low | AID 652054, 2013 | D(3) dopamine receptor (Homo sapiens), P35462 | max response, negative = inhibition, % | hit rate 2.5% among 360,000; in the data active means max response below about -50%; inconclusive means no clear call, values can overlap the other calls; further: on the % scale 0 is the no-effect control and ±100 the full control effect; mostly tested at two doses, the higher about 12 µM
Target sequence (P35462 whole entry, looked up): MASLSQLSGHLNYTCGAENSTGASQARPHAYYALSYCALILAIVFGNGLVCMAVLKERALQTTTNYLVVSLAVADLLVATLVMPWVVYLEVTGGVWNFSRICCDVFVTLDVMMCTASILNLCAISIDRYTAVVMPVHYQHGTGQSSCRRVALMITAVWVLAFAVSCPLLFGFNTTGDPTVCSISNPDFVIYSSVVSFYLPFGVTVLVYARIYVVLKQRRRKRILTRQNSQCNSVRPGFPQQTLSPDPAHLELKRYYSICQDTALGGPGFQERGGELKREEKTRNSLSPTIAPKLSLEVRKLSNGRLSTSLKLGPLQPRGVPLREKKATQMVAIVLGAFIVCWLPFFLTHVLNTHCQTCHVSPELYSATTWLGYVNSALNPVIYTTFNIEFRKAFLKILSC
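Cells plated overnight at 1500 cells/well, then exposed to library compounds with dopamine controls for 90 minutes at 37 degrees C. DiscoveRx reagent added for 30–60 minutes at room temperature; luminescence read, quantitative HTS format.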
GLP-1R inv ag = qHTS of GLP-1 Receptor Inverse Agonists (Inhibition Mode) | Glucagon-like peptide 1 receptor (Homo sapiens), P43220 | HEK293 GLP-1R CRE-luciferase, luminescence, 24 h; GLP-1R form is constitutively active | Potency, µM (doses to about 38.3 µM), inactives show top-dose activity change, negative = inhibition, hits mostly inhibitors | hit rate 1.6% among 410,000; further: potency means the concentration at half of the fitted maximal effect; on the % scale 0 is the no-effect control and ±100 the full control effect; nearly all actives have a fitted effect of over 55% in size
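Using stably transfected HEK293 (constitutively active GLP-1R, cAMP-luciferase reporter), compounds were incubated 24 hr and luciferase measured by luminescence.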
D3 ag = qHTS of D3 Dopamine Receptor Agonist: qHTS. D(3) dopamine receptor (Homo sapiens), P35462. D3R DiscoveRx beta-arrestin cells, luminescence, 90 min. max activation, %. hit rate 0.58% among 410,000. AID 652048, 2013; in the data active means max activation above about 30%; further: 0% is about no effect; mostly tested at two doses, the higher about 12 µM
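Agonist mode: compounds and dopamine controls were applied to plated cells for 90 min at 37 degrees C after an overnight attachment at 1500 cells/well. Luminescent read-out followed 30 - 60 minutes at room temperature with DiscoveRx detection reagent.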
Starred values were filed as active, the others as inactive; ? = inconclusive; / = no result given; & = joins results of further samples; [ ] = remark or other dose. Unless noted, the call rests on the fitted dose curve; in most records, active means well fitted curve in the direction sought with a large enough effect; inconclusive means small, poorly fitted or top-dose-only effect, or another doubt; inactive means no such curve, though single readings can be large; an effect the other way counts as inactive or inconclusive.

Screens in order: GLP-1R agonist	IL2 activator	PLK1 PBD block	GLP1R cytotox	WRN inhibitor	PI5P4Ka inh	D3 antag	GLP-1R inv ag	D3 ag
- CN(Cc1ccccc1)C(=O)COC(=O)c1ccc2c(c1)OCO2
  4.8%	-0.2	-4.4%	-7.2%	-4.7%	1.1	5.6	9.5%	-9.2
- C/C(O)=C(\C#N)c1nnc2n1CCCCC2
  -2.1%	-1.5	-1.0%	-6.3%	3.9%[57.1 µM]	/	-14.2	3.1%	-7.4
- COc1ccc(CNCc2ccc(C(F)(F)F)cc2)cc1OC
  2.9%	1.1	-9.9%	12.5%	-22.8%	2.4	?	-0.8%	-15.0
- COc1ccc(Cc2nc3ccccc3[nH]c2=O)cc1
  11.0%	1.0	4.3%	-0.2%&-10.7%	-1.3%	4.3	5.6	27.6%&-14.2%	0.0&0.2
- CC(OC(=O)c1cccnc1Cl)C(=O)Nc1ccc2c(c1)OCO2 (stereo not given)
  9.9%	-0.5	-2.5%	4.8%	-2.1%	-7.3	-17.8	11.1%	3.1
- Cc1ccc(C(=O)OCC(=O)NCc2ccco2)cc1S(=O)(=O)N1CCOCC1
  7.3%	-2.9	0.1%	-3.8%	-4.3%	11.2	10.1	46.3%[activator]	-8.4
- CCc1nc2ccc(C(=O)N3CCN(C(=O)c4ccco4)CC3)cn2c1N(C)Cc1ccc(OC)cc1
  16.7%	-0.4	-1.3%	2.2%	-4.1%	0.0	7.3	2.9%	0.4
- O=C(Nc1cc([N+](=O)[O-])ccc1O)c1cccc(NC(=O)c2ccco2)c1
  -6.1%	-2.7	-18.0%	?	-3.9%	-6.6	-5.7	53.6%[activator]	2.0
- Cc1cc(C)nc(SCCn2c(N3CCOCC3)nc3c2c(=O)[nH]c(=O)n3C)n1
  -1.7%	-0.5	-2.2%	-1.4%	5.2%	-5.8	0.2	3.1%	0.1
- O=C(Nc1ccccc1F)c1ccc(CN2CCc3ccccc3C2)cc1
  7.1%	2.0	3.8%	3.8%	-0.7%	-0.7	0.0	?	-12.2

A section from further up:
Screens in order: GLP-1R agonist	IL2 activator	PLK1 PBD block	GLP1R cytotox	WRN inhibitor	PI5P4Ka inh	D3 antag	GLP-1R inv ag	D3 ag
- CN(Cc1ccccc1)C(=O)COC(=O)c1ccc2c(c1)OCO2
  4.8%	-0.2	-4.4%	-7.2%	-4.7%	1.1	5.6	9.5%	-9.2
- C/C(O)=C(\C#N)c1nnc2n1CCCCC2
  -2.1%	-1.5	-1.0%	-6.3%	3.9%[57.1 µM]	/	-14.2	3.1%	-7.4

(listing goes on)
Screens in order: GLP-1R agonist	IL2 activator	PLK1 PBD block	GLP1R cytotox	WRN inhibitor	PI5P4Ka inh	D3 antag	GLP-1R inv ag	D3 ag
- CCc1nc2ccc(C(=O)N(CC)CCN(C)C)cn2c1N(C)Cc1cccs1
  -3.4%	0.1	-3.5%	6.9%	-2.3%	-1.8	-18.1	-22.7%	-14.8
- O=C(OC1CCCCC1=O)c1ccc(S(=O)(=O)Nc2ccccc2)cc1 (stereo not given)
  -1.3%	-3.0	-2.3%	1.5%	-2.5%	-2.1	10.1	2.1%	-2.4
- COc1ccc(CNC(=O)C2CCN(S(=O)(=O)c3cccnc3)CC2)cc1
  -2.2%	-0.4	-11.7%	8.3%	-0.5%	0.0	-12.7	19.2%	-2.5
- C=CCn1c(SCC2CCCCO2)nc2sc(CC)cc2c1=O (stereo not given)
  1.3%	1.3	26.7µM*	1.4%	-9.5%	5.3	7.8	-8.8%	-1.2
- CCOC(=O)C1=C(N)OC(CCl)=C(C#N)C1c1ccsc1 (stereo not given)
  0.6%	-3.4	-12.1%	8.0%	-0.2%	7.5	-6.5	79.6%[activator]	5.8
- Cc1ccc(NC(=O)CN2C(=O)NC(C)(c3ccc(Cl)cc3)C2=O)cc1S(=O)(=O)N1CCOCC1 (stereo not given)
  7.8%	-0.5	1.2%	-28.3%	-6.1%	0.5	-1.3	-1.9%	-2.3
- Cn1c(=O)oc2cc(S(=O)(=O)N3CCCC(C(=O)NCc4ccccc4Cl)C3)ccc21 (stereo not given)
  0.9%	/	/	-16.0%	/	/	/	1.7%	10.2
- CC(SCc1cn2cc(Cl)ccc2n1)C(=O)O (stereo not given)
  -1.4%	-0.4	-9.6%	16.7%	4.3%	0.0	-21.2	-9.2%	-6.7
- OCCN(Cc1ccccc1)Cc1ccc(F)c(F)c1
  13.5%	-0.8	3.4%	2.7%	-5.3%	/	-17.1	0.0%	-32.9
- CCN(CC)c1c([N+](=O)[O-])c(=O)oc2ccccc12
  2.5%	0.2	-8.2%	13.1%	15.4%	3.0	-8.7	19.7%	6.0
- NC(=O)c1ccccc1NS(=O)(=O)c1ccccc1
  -2.1%	-1.2	-6.4%	5.8%	-0.3%	-0.2	?	2.8%	-0.4
- CCCCn1c(N)c(N(Cc2ccccc2OC)C(=O)COc2ccccc2OC)c(=O)[nH]c1=O
  -11.8%	0.7	2.9%	0.5%	-0.2%	9.1	25.7	-9.1%	6.2
- CCOC(=O)CN(C)Cc1cn(C)nc1-c1ccc(Oc2ccccc2)cc1
  27.7%	0.2	0.9%	-10.4%	-6.0%	3.4	20.6	?	1.8
- CCN(C(=O)c1ccccc1)c1ccc([N+](=O)[O-])cc1
  1.1%	-1.8	-9.7%	-1.7%	2.4%	-5.9	-20.2	-13.9%	-4.8
- CCc1ccc(NC(=O)CSc2nnc(CNC(=O)c3ccc(OC)cc3)o2)cc1
  -1.0%	-1.8	-26.2%	-10.9%	3.2%	0.1	9.9	0.3%	-1.2
- CC(C)Cn1c(N)c(S(=O)(=O)c2cccs2)c2nc3ccccc3nc21
  ?	-0.9	-21.5%	88.9%[activator]	-4.5%	-5.7	0.0	?	-10.9
- COCCCn1c(SCC(=O)NC(C)(C)C)nnc1-c1ccccc1
  -4.3%	0.1	-11.9%	45.5%[activator]	2.4%	-10.9	-15.9	3.2%	-4.2
- Cc1cccc(-c2noc(CN(C(=O)CCc3ccccc3)C(C)C)n2)c1
  14.8%	-1.8	-10.2%	7.9%	-18.9%	/	-20.1	-8.0%	-12.7
- COCCNc1nc(NCc2ccccc2)nc2ccsc12
  -2.8%	0.5	2.6%	-10.7%	-4.6%	2.4	-1.4	?	-17.4
- O=C(/C=C/c1cccs1)NC1CCCC1
  9.2%	0.4	-16.5%	15.3%	9.5%	1.6	-16.9	7.0%	-13.0
- O=C(CSc1nc2ccccc2s1)NC1CCS(=O)(=O)C1 (stereo not given)
  3.8%	-2.5	?	-8.2%	-1.3%	/	-23.0	-17.4%	2.1
- c1cc2cc(-c3c(-c4ccc5c(c4)OCO5)noc3-c3ccsc3)ccc2[nH]1
  -1.1%	-0.4	-5.2%	-2.8%	-3.2%	-15.9	0.0	?	-14.8
- COc1ccccc1N1CCN(S(=O)(=O)CCNC(=O)C23CC4CC(CC(C4)C2)C3)CC1
  1.5%	-0.4	-1.7%	-18.3%	-0.7%	2.3	42.1	?	5.2
- CC1=CC=CN2C1=NC(=O)CC2(C)C(=O)N(CC(=O)NC1CCCC1)c1ccccc1C (stereo not given)
  -6.1%	0.3	-7.8%	14.0%	0.2%	-0.2	-5.5	3.5%	-5.6
- C=CCn1c(COc2ccc(Cl)cc2)nnc1SCC(=O)N/N=C/c1ccccc1
  -0.8%	4.3	-21.9%	-8.1%	-5.5%	-0.5	16.3	-29.5%	-4.5
- O=C(COc1cccnc1[N+](=O)[O-])Nc1cc(Cl)ccc1Cl
  11.0%	0.6	-16.8%	12.4%	2.8%	-6.0	-5.0	15.1%	-4.4
- CCN(c1ccccc1)S(=O)(=O)c1cccc(C(=O)OCC(=O)Nc2ccc(NC(C)=O)cc2)c1
  20.1%	-2.9	-4.9%	8.8%	-2.4%	-10.1	-13.4	24.0%	-14.8
- COc1ccc(-n2c(SC3CCOC3=O)nc3ccccc3c2=O)cc1OC (stereo not given)
  6.1%	-0.4	-11.7%	7.8%	2.9%	/	-27.0	9.8%	-2.6
- CSc1ccc(/C=C(\C(=O)O)c2ccc(S(=O)(=O)N3CCCCC3)s2)cc1
  -1.2%	0.1	-28.5%	36.4%[activator]	-11.3%[57.1 µM]	-28.0	?	18.7%	0.7
- COc1ccc(-n2ccc(=O)c(C(=O)O)n2)c(OC)c1
  1.9%	-0.5	-15.8%	-2.1%	9.5%	-1.2	-0.3	1.4%	-0.3
- CCSc1nnc(NC(=O)CN2C(=O)N(C)C3(CCCCC3)C2=O)s1
  -7.8%	-0.8	-8.1%	2.2%	3.7%	-0.7	0.0	-1.6%	-13.7
- Cc1ccc(C(c2sc3nc(C)nn3c2O)N2CCN(c3ccccc3)CC2)cc1 (stereo not given)
  1.2%	-0.6	?	2.1%	-14.1%	1.1	-4.1	6.2%	0.5
- O=C(Nc1ccccc1)c1ccc(NC2CCCCC2)c(S(=O)(=O)N2CCOCC2)c1
  -0.6%	-1.8	-3.3%	1.0%	-0.3%	/	-6.9	?	-3.7
- COc1ccc(N2C(=O)CC(NCc3cccc(F)c3)C2=O)cc1 (stereo not given)
  3.8%	-0.7	-9.6%	8.2%	-1.9%	2.8	18.0	7.2%	-6.4

Source: PubChem BioAssay
